Compound activity deposited in PubChem by several laboratories.
pCIP destab: p/CIP-EGFP fusion destabilizers, primary screen, fluorescence, F442A cells; Q05BA5; 16 h; decrease of EGFP signal, % at 10 µM; 0.01% of 290,000 active; AID 1984, 2009;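 active means EGFP signal decrease of at least 30% at 10 µM or well 3 SD below plate mean, unless failing retest; inactive means the rest, including hits failing retest or dose response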; further: some compounds called inactive have numbers as strong as hits; many of its hits are not listed in these tables
NS3 helicase inh: inhibitors of HCV NS3 helicase, primary screen, biochemical, Cy5 molecular beacon fluorescence; Hepatitis C virus NS3 helicase; NS3 helicase DNA unwinding; inhibition, % at 10.9 µM; 0.56% of 290,000 active; AID 1800, 2009;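 active means inhibition above the mean of all tested compounds plus 3 SD, set per campaign, cut at about 35% in these data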;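 further: 0% = DMSO wells and 100% = thioflavine S control wells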
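test system = hepatitis C virus NS3 helicase domain fragment enzyme | reagent = annealed dual-labelled DNA beacon duplex, ATP-started | times = 1 h at 25 °C | detection = Cy5 fluorescence, 0 and 60 min reads | read-out basis = percent inhibition from t60/t0 fluorescence ratio | control set = DMSO and thioflavine S | replication = one well per compound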
IDE inh: human IDE inhibitors in live cells, primary screen, fluorescence polarization, HEK cells, FAbetaB substrate; AID 434962, 2010; FAbetaB cleavage; 0.41% of 320,000 active; Insulin-degrading enzyme (Homo sapiens), P14735; inhibition, % at 5.59 µM;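 active means percent inhibition above the average of all tested compounds plus 3 SD, set per screening campaign, cut at about 16% in these data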;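 further: IDE supplied by intact live HEK cells; FP after avidin binding of uncleaved biotin substrate so inhibition keeps polarization high; 0% = DMSO wells and 100% = 60 µM reference IDE inhibitor Ii1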
IDE act: human IDE activators in live cells, primary screen, fluorescence polarization, HEK cells, FAbeta-B substrate; FAbeta-B cleavage; 0% vehicle, 100% cell-free pure enzyme wells; activation, % at 5.96 µM; 0.073% of 340,000 active; AID 493087, 2011;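 active means activation above the mean of all tested compounds plus 3 SD, set per screening campaign, cut at about 17% in these data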
VIM-2 inhibitor: VIM-2 metallo-beta-lactamase inhibitors, primary screen, biochemical, epi-absorbance readout, Pseudomonas aeruginosa enzyme; purified VIM-2, nitrocefin hydrolysis, epi-absorbance fluorescence; inhibition, % at 5.6 µM; 0.89% of 290,000 active; AID 1527, 2009;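 active means inhibition above the mean of all tested compounds plus 3 SD, cutoff set per screening run, cut at about 7.5% in these data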;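 further: red hydrolysis product quenches plate fluorescence so inhibitors raise well fluorescence; 0% = enzyme with DMSO and 100% = DMSO without enzyme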
CRFBP-R2 block: antagonists of CRF-BP/CRF-R2 complex, primary screen, cell-based, HEK293, calcium dye fluorescence, uHTS. CRF-induced calcium fluorescence. 0.59% of 350,000 active. inhibition, % at 11.8 µM;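 active means inhibition of the ligand-induced calcium signal above about 50% at the single tested concentration, limit read from the data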
UBC9 SUMO inh: inhibitors of in vitro SUMOylation cascade, primary screen, biochemical, HTRF, uHTS | SUMO-conjugating enzyme UBC9 (Homo sapiens), P63279 | HTRF SUMOylation assay, SAE1/SAE2 + UBC9 | inhibition, % at 35 µM | 0.36% of 290,000 active | AID 2006, 2009; in the data active means inhibition above about 50%, passing the limit was not always enough; further: strong numbers were not always called active
Target sequence (P63279 whole entry, looked up): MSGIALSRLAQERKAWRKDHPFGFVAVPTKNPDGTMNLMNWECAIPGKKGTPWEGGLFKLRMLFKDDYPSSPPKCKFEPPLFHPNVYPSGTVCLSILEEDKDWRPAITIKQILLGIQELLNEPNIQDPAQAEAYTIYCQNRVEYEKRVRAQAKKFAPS
GalR3 antagonist: GalR3 antagonists in HEK293 cells, primary screen, cell-based, fluorescence readout. Galanin receptor type 3 (Homo sapiens), O60755. HEK293 GalR3-CNG cAMP membrane potential fluorescence; galR3 body fused to GalR1 C-terminus. inhibition, % at 3 µM. 0.44% of 360,000 active. AID 651719, 2012;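 active means inhibition above the screen-wide average plus 3 SD, cut at about 13% in these data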;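 further: forskolin and galanin both at EC90 stimulate the cells; cAMP rise reported by CNG channel membrane potential dye signal; 0% = forskolin plus galanin with DMSO and 100% = forskolin alone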
Target sequence (O60755 1-299 limits assumed): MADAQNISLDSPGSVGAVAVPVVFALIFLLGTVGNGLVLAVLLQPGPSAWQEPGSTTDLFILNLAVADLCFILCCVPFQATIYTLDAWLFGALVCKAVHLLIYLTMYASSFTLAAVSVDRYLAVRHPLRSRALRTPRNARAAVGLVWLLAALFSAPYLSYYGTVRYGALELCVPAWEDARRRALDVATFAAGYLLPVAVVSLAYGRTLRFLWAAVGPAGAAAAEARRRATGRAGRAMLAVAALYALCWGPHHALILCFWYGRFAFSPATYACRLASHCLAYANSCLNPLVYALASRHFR
IMP-1 inh: IMP-1 metallo-beta-lactamase inhibitors, primary screen, biochemical, epi-absorbance readout, Pseudomonas aeruginosa enzyme. inhibition, % at 5.6 µM. 0.45% of 290,000 active. purified IMP-1, nitrocefin hydrolysis, epi-absorbance fluorescence;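 active means inhibition above the mean plus 3 SD of all compounds in the same screening run, cut at about 4.5% in these data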;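 further: 0% = IMP-1 with DMSO and 100% = DMSO wells lacking enzyme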
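system = purified recombinant IMP-1 beta-lactamase | amount = 0.2 nM IMP-1, as dispensed | medium = HEPES buffer pH 7.1 with ZnSO4 and Brij 35 | times = 25 °C, 15 min preincubation, 25 min reaction | detection = plate fluorescence quenching by hydrolysis product, ex 480/em 530 nm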
* hit, by the source's call; / = no result given.

VIM-2 inhibitor | CRFBP-R2 block | SMILES | NS3 helicase inh | IDE act | UBC9 SUMO inh | GalR3 antagonist | pCIP destab | IDE inh | IMP-1 inh
1.3 | 0 | CCc1cc(=O)oc2cc(C)cc(OCC(=O)NC3CC3)c12 | 8 | 10 | 30 | -7 | -15 | 0 | -4.1
-6.1 | 7 | COC(=O)c1[nH]c(C)c(/C(O)=C2\C(=O)C(=O)N(CCN(C)C)C2c2ccco2)c1C (stereo not given) | 6 | 6 | 16 | / | 4 | -3 | -2.9
-1.8 | -4 | CCOc1ccc(NC(=O)NC2CCS(=O)(=O)C2)cc1 (stereo not given) | -2 | 5 | -3 | -6 | -8 | 0 | -2.2
-1.6 | / | O=C(O)CCC(NC(=O)C(Cc1ccc2c(c1)OCO2)NC(=O)c1ccccc1)C(=O)O (stereo not given) | -1 | / | -3 | / | 5 | / | -3.4
-5.4 | -20 | C/C(=N\OCC(=O)N/N=C/c1ccc(C)cc1O)c1cccs1 | -2 | 8 | 7 | -7 | 4 | -4 | -3.4
-2.7 | -35 | Cc1ccc(N2CCN(C(=O)C3CCCN(c4ncnc5c4nc4n5CCCCC4)C3)CC2)c(C)c1 (stereo not given) | 4 | 4 | -8 | -3 | -12 | 2 | -2.3
-1.2 | 6 | S=c1[nH]nc(Cn2nnc3ccccc32)n1-c1ccccc1 | 2 | -3 | 7 | -6 | 4 | -8 | -2.3
-2.8 | 30 | Cc1cc(C(=O)COC(=O)C2CC2)c(C)n1-c1ccc(F)cc1 | -6 | 3 | 12 | -3 | -8 | -3 | -3.0
-6.6 | / | Cc1noc(C)c1CSc1ncnc2sc3c(c12)CCC3 | 2 | / | 5 | / | -17 | / | -3.1
-3.8 | 4 | CCOC(=O)c1c(NC(=O)Cn2nc(C(=O)O)c3ccccc3c2=O)sc(C)c1C | 6 | 1 | 4 | -5 | 8 | 6 | -2.6
-2.4 | -8 | Cc1ccccc1NC(=S)Nc1ccc2cn[nH]c2c1 | -3 | 5 | 17 | 0 | -4 | -4 | -3.2
-6.6 | -18 | Cc1ccc(C(=O)OCn2ncc(Cl)c(Cl)c2=O)cc1 | -2 | 5 | -45 | 0 | -37 | 4 | -2.2
-1.8 | -159 | CC1CCCCC1NC(=O)/C(C#N)=C/c1ccccc1F (stereo not given) | 0 | -6 | -5 | -5 | -11 | 2 | -1.9
-4.2 | 48 | O=C(NCCc1c[nH]c2ccccc12)c1cc2sccc2n1Cc1ccccc1 | 4 | 1 | 15 | -10 | -9 | -3 | 0.5
-0.5 | 1 | COc1ccc(-n2c(SCC(=O)N3CCCCC3)nc3ccccc3c2=O)cc1 | -4 | 3 | -10 | -12 | 2 | / | -0.2
1.2 | -4 | COC(=O)C(C)(C)ONC(=O)Nc1ccccc1[N+](=O)[O-] | 6 | 1 | 8 | -1 | 8 | 4 | -2.3
-1.4 | 5 | COc1ccc(C2CC(=O)C3=C(C2)Nc2ccccc2N(C(=O)CCC(=O)O)C3c2ccc(F)cc2)cc1 (stereo not given) | 12 | 3 | 28 | 6 | -3 | 0 | -1.9
-1.7 | -12 | O=C(CCl)NCc1cc(-c2ccc(Cl)cc2)no1 | 12 | -1 | 4 | -3 | -13 | 1 | -2.9
-2.5 | -3 | O=C(Nc1cccnc1Cl)c1cc2c(s1)-c1ccccc1OC2 | 1 | -7 | 7 | -11 | -10 | 5 | -3.5
0.5 | -4 | CC(C)C(NC(=O)c1ccc(C(C)(C)C)cc1)C(=O)N1CCCC1 (stereo not given) | -17 | 1 | 2 | -6 | -3 | 0 | -1.2
-0.6 | -2 | COc1cccc(NS(=O)(=O)c2ccc(-c3coc(C)n3)cc2)c1 | -15 | 2 | 0 | -8 | 5 | 4 | -1.6
-1.0 | 2 | CC(C)c1ccc(CNn2cnnc2)cc1 | 0 | -2 | 2 | -7 | -3 | -6 | -1.3
-4.3 | 15 | CN1C(C(=O)Nc2ccccn2)=C(O)c2sc(Cl)cc2S1(=O)=O | -6 | 2 | 1 | -3 | -2 | 4 | -5.0
-0.7 | 7 | Cc1nc2ccccc2c(=O)n1/N=C/c1ccco1 | -1 | 3 | 20 | -5 | -13 | 6 | -2.1
-1.9 | -10 | COc1ccc(OCC(=O)OCC(=O)NCc2ccc(F)cc2)cc1 | 11 | 1 | -2 | -4 | -5 | 3 | -1.4
-0.7 | -11 | CCOC(=O)C1(CCCc2ccccc2)CCN(C(=O)COC)CC1 | -5 | 3 | 23 | -7 | 5 | 0 | -3.7
-4.4 | 56* | Cc1nn(Cc2ccc(Cl)cc2)c(C)c1NC(=O)c1ccc([N+](=O)[O-])cc1 | -4 | 6 | -11 | -3 | -14 | 7 | -3.1
-2.7 | -1 | C=CCC(=O)N1CCCC(CCC(=O)NCc2ccccc2F)C1 (stereo not given) | 2 | -3 | 6 | -6 | -9 | 0 | -1.2
-0.3 | 6 | COc1ccc(C2C(C#N)=C(N)OC3=C2C(=O)CC(C)(C)C3)cc1 (stereo not given) | 0 | -2 | 14 | -5 | -15 | 6 | -3.7
-0.1 | 19 | COc1ccc(CNC(=O)Cn2nc(C)c3c(C)n(-c4ccc(C)cc4)nc3c2=O)cc1OC | 4 | 2 | / | -8 | 10 | 3 | -0.2

Compound profiles (already shown). Screens in order: VIM-2 inhibitor, CRFBP-R2 block, NS3 helicase inh, IDE act, UBC9 SUMO inh, GalR3 antagonist, pCIP destab, IDE inh, IMP-1 inh
Shown for O=C(CCl)NCc1cc(-c2ccc(Cl)cc2)no1 → -1.7, -12, 12, -1, 4, -3, -13, 1, -2.9
Shown for Cc1nn(Cc2ccc(Cl)cc2)c(C)c1NC(=O)c1ccc([N+](=O)[O-])cc1 → -4.4, 56*, -4, 6, -11, -3, -14, 7, -3.1

(listing goes on)
VIM-2 inhibitor | CRFBP-R2 block | SMILES | NS3 helicase inh | IDE act | UBC9 SUMO inh | GalR3 antagonist | pCIP destab | IDE inh | IMP-1 inh
-0.2 | -18 | O=C(NCc1cccc(F)c1F)C1CCC(=O)N(C2CCCCCC2)C1 (stereo not given) | 3 | 4 | 0 | -2 | -13 | -7 | -1.1
-1.8 | 3 | CC(=O)N1CCN(c2ccc(NCc3ccc4c(c3)OCO4)cc2)CC1 | 9 | 3 | 3 | -2 | -7 | 1 | -9.8
/ | 6 | CCN1C(=O)N[C@@H](CCc2ccccc2)[C@H](C(C)=O)[C@H]1C | / | 2 | / | -1 | / | 2 | /
-1.9 | -5 | Cc1ccc(S(=O)(=O)Cc2ccc(C(=O)NC3CCCC3)o2)cc1 | 10 | 5 | 15 | 2 | -2 | -6 | -3.7
-2.3 | 2 | Cn1nc(C(=O)N2CCCCC2)c2c1-c1ccccc1S(=O)(=O)C2 | 7 | -5 | 16 | 0 | -1 | -2 | -1.4
/ | 1 | CN(CC(=O)Nc1ccccc1Cl)C(=O)COC(=O)C1CCN(c2ccc(C(F)(F)F)cn2)CC1 | / | -1 | / | -3 | / | 4 | /
-0.6 | -8 | Cc1ccc(-n2cc(C(=O)c3ccc(F)cc3)nn2)cc1Cl | -5 | 6 | -4 | -1 | 1 | 5 | -2.3
-2.7 | 10 | Cc1cc(C)cc(Nc2cnn(C34CC5CC(CC(CC(=O)O)(C5)C3)C4)c(=O)c2Cl)c1 | 1 | -31 | 0 | -4 | -8 | 32* | -3.4
-3.4 | 3 | O=C1CCCc2[nH]nc(-c3cccnc3)c21 | -3 | -2 | 31 | -2 | -2 | 1 | -1.2
/ | 7 | C[N+](C)(C)C(Cc1ccccc1)C(=O)[O-] (stereo not given) | / | 4 | -8 | / | 0 | 10 | /
0.1 | 32 | C=CCNC(=O)c1oc2ccc(S(=O)(=O)N(CC)CC)cc2c1C | 0 | -7 | 4 | -5 | -6 | 1 | -2.2
-0.8 | -2 | COc1ccc(CN2CCN(C3CCC3)CC2CCO)c(F)c1 (stereo not given) | -2 | 5 | -5 | -10 | 2 | / | 0.9
2.5 | 28 | COc1ccc(S(=O)(=O)Nc2c(C(=O)O)[nH]c3ccccc23)cc1 | 7 | 7 | 12 | -6 | -2 | -4 | -1.2
-1.3 | -4 | Cc1ccc(NC(=O)CO/N=C(\N)c2nonc2N)cc1 | 5 | 1 | 12 | -5 | -10 | -10 | -1.9
/ | -6 | Cc1nc(SC(C)C(=O)Nc2c(C)n(C)n(-c3ccccc3)c2=O)nc(C)c1C (stereo not given) | / | 9 | / | -1 | / | -3 | /
/ | -13 | COc1ccc(CNC(=O)C2(CC3CC(c4ccccc4)=NO3)CCN(C(=O)Cc3ccc(F)cc3)CC2)cc1 (stereo not given) | / | 5 | / | -9 | / | -10 | /
-2.5 | 15 | CCOc1ccc(N(C)S(=O)(=O)c2ccc(-c3ccc(=O)[nH]n3)s2)cc1 | 11 | 3 | 25 | -2 | -13 | 10 | -4.9
-2.2 | 0 | O=C(CSc1nc2ccccc2c(=O)n1-c1ccccc1Cl)Nc1cccc(S(=O)(=O)N2CCOCC2)c1 | -24 | 4 | -8 | -1 | -10 | 8 | -1.5
-2.2 | 11 | CN(C)c1nc2ncn(Cc3ccccc3)c2c(=O)[nH]1 | 2 | 7 | -1 | -4 | -2 | 0 | -0.2
0.6 | 5 | COc1cccc(CC(=O)Nc2ccc(S(=O)(=O)Nc3nc(C)cc(C)n3)cc2)c1 | -9 | 0 | 0 | -1 | -1 | 3 | -0.9
2.7 | -18 | O=C(COC(=O)C1CCN(S(=O)(=O)c2cccc3cccnc23)CC1)c1ccc([N+](=O)[O-])cc1 | 3 | -3 | -5 | 5 | 3 | 3 | -0.2

Quoted from the listing:
COc1ccc(S(=O)(=O)Nc2c(C(=O)O)[nH]c3ccccc23)cc1 in VIM-2 inhibitor is listed with 2.5
O=C(COC(=O)C1CCN(S(=O)(=O)c2cccc3cccnc23)CC1)c1ccc([N+](=O)[O-])cc1 in IMP-1 inh is listed with -0.2
CN(CC(=O)Nc1ccccc1Cl)C(=O)COC(=O)C1CCN(c2ccc(C(F)(F)F)cn2)CC1 in CRFBP-R2 block is listed with 1

Records listed so far marked active in IDE inh:
VIM-2 inhibitor | CRFBP-R2 block | SMILES | NS3 helicase inh | IDE act | UBC9 SUMO inh | GalR3 antagonist | pCIP destab | IDE inh | IMP-1 inh
-2.7 | 10 | Cc1cc(C)cc(Nc2cnn(C34CC5CC(CC(CC(=O)O)(C5)C3)C4)c(=O)c2Cl)c1 | 1 | -31 | 0 | -4 | -8 | 32* | -3.4
